Source: PubChem
WT yeast gro inh: growth inhibition of WT yeast, mitochondrial fusion screen | inhibition, % at 10 µM | mitochondrial fusion phenotypic screen, WT strain | AID 1362 | hit rate 2.1% among 190,000; in the data active means inhibition above about 58%; tested in S. cerevisiae
Autophagy HCS: autophagy modulation, high-content screen; calls only at 10 µM (by protocol); hit rate 0.98% among 190,000; MEF GFP-LC3 puncta imaging; test concentration mostly 10 µM;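 active means percentage of spot-positive cells more than 3 SD above its plate mean, without a fluorescence outlier flag or 80% toxicity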;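 further: spot-positive cell cutoff set from DMSO-treated cells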
Dynein transport: dynein cargo transport inhibition; 3617.4 mouse cells, GR-EGFP nuclear translocation imaging; test concentration mostly 20 µM; stimulated with dexamethasone, 1 µM; hits give low values; z-score, hits read low; hit rate 0.47% among 220,000;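 active means plate z-score of nuclear minus cytoplasmic receptor signal below a set negative limit, without overly bright fluorescence or cell loss, cut at about -3.5 in these data, passing the limit was not always enough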;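 further: z-score of nuclear minus cytoplasmic ring GR-EGFP intensity difference per well; some compounds called inactive have numbers as strong as hits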
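Schedule: 48 h induction, then 1 h compound, then 30 min agonist, 37 °C. Buffer or medium: tetracycline-free induction medium containing charcoal-stripped FBS. Reagent: 1.0 µM final dexamethasone stimulus. Evaluation: nuclear versus cytoplasmic GR-EGFP signal, averaged per well. Signal: high-content fluorescence imaging after fixation.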
MT stabilizer: microtubule stabilization, imaging screen | hit rate 0.83% among 200,000 | AID 2205 | % tubulin-high responders, % at 10 µM | HeLa tubulin immunostaining HCS, 24 h; share of cells brighter than vehicle mean+2SD;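 active means plate Z-score above 3 for both tubulin-high and condensed-nucleus cell shares, with cell loss under 80%, at 10 µM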;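 further: anti alpha tubulin signal scored within the nucleus-defined area of each cell; some results filed as inactive read as strong as hits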
Hep lipid drop: modulators of hepatic lipid droplet formation; AML12 mouse hepatocytes, oleate lipid droplets, BODIPY imaging; inhibition, % at 6.5 µM; hit rate 0.4% among 240,000;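 active means lipid droplet intensity inhibited by at least 50%, with more than 500 cells counted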
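Technique: fluorescence imaging, 20x objective, two fields per well / Assay system: AML12 hepatocytes (mouse) / Measure: % inhibition of lipid droplet signal / Doses: 6.5 µM single-point dosing / Incubation: overnight exposure / Reagent: 100 µM oleic acid challenge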
Ins promoter up: MIN6 insulin promoter up-regulation | MIN6 insulin promoter-GFP reporter, high-content imaging; hits give high values | z-score at 5 µM | hit rate 0.3% among 190,000 | AID 1625;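 active means z-score above 3 at 5 µM with at least 500 cells counted in the well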
CSM14.1 death rescue: rescue of cells from ER stress-induced death, primary screen, 384-well, CSM14.1, thapsigargin, ATP luminescence (AID 1222); CSM14.1 thapsigargin-induced death rescue, ATP luminescence; higher % means a stronger effect; cellular ATP content (survival), % at 20 µM, or EC50 in µM where a hit was titrated; 190,000 tested, under 10 active;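 active means EC50 below 50 µM in the dose-response confirmation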;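 further: death triggered by thapsigargin at about 15 µM added after 2 h compound pretreatment; cell ATP read after overnight thapsigargin exposure of roughly 18 to 22 hours; normalized against plate controls of thapsigargin alone and 5% DMSO vehicle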
bCat nuc transl: modulators of beta-catenin nuclear translocation | HeLa beta-catenin nuclear translocation, immunofluorescence imaging | nuclear translocation activity, % at 5 µM | hit rate 0.3% among 190,000;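 active means nuclear translocation activity above 50% at 5 µM, with a well cell count of 50 or more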;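 further: per-cell ratio of nuclear to cytoplasmic median beta-catenin stain intensity; plate controls were DMSO negative control for no effect and GSK-3 inhibitor IX positive control for full effect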
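test system = HeLa cells, endogenous beta-catenin | dosing = single 5 µM dose plus 0.02–20 µM confirmation series | times = compound treatment 24 h, 37°C, 5% CO2 | technique = beta-catenin immunofluorescence imaging with DAPI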
XIAP antagonists: small molecules displacing peptide from XIAP – biochemical, IAP family, fluorescence polarization (AID 1018) | XIAP BIR domain, fluorescence polarization peptide displacement; higher % means a stronger effect | displacement, % at 20 µM; hits with a dose series show IC50 in µM | hit rate 0.007% among 200,000; in the data active means displacement above about 50%; further: a part of the inactive calls stands beside numbers as strong as those of hits
WT yeast gro inh mutant strain: recorded beside WT yeast gro inh, whose call it bears; inhibition, %; mitochondrial fusion phenotypic screen, mutant strain inhibition
Dynein transport cytoplasmic EGFP: second read-out of Dynein transport, no call of its own (marks repeat the call); z-score; measured here: cytoplasmic GR-EGFP intensity; hits give high values
Dynein transport nuclear GR-EGFP: recorded beside Dynein transport, whose call it bears; z-score; measured here: nuclear GR-EGFP intensity;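 lower value marks the stronger effect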
Dynein transport cell count: second read-out of Dynein transport, no call of its own (marks repeat the call); z-score; measured here: cell count per field
Ins promoter up cell count: also measured in Ins promoter up; calls as there; cell count; measured here: cytotoxicity, nuclei count;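 total cells summed across four imaged fields per well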
Hep lipid drop cells 6.5 µM: further read-out of Hep lipid drop, marked with its call; cell count; measured here: cell count, cytotoxicity flag;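 cells counted across two imaged fields per well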
bCat nuc transl cell count 5 µM: recorded beside bCat nuc transl, whose call it bears; cell count; measured here: cell count, cytotoxicity flag
MT stabilizer Hoechst-high %: recorded beside MT stabilizer, whose call it bears; % Hoechst-high responders; measured here: nuclear condensation Hoechst responders;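 share of cells brighter than vehicle mean plus two SD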
MT stabilizer cytotoxicity %: also measured in MT stabilizer; calls as there; toxicity, %; measured here: cytotoxicity by cell density;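 0% = mean cell density of plate MIN control wells and 100% = no cells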
Autophagy HCS cell loss 18 h: also measured in Autophagy HCS; calls as there; toxicity, %; measured here: cell loss, nuclei count;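 cell loss after 18 h compound exposure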
The depositor's hits bear a star.

What do the screens show for `OCC1(CCc2ccccc2)CCN(Cc2ccccc2Cl)CC1`?
WT yeast gro inh: 17.4; Autophagy HCS: inactive; Dynein transport: 0.109; MT stabilizer: 4.6; Hep lipid drop: -1.6; Ins promoter up: -0.76; CSM14.1 death rescue: -2.7%; bCat nuc transl: -1.9; XIAP antagonists: -6.7%; WT yeast gro inh mutant strain: 16.5; Dynein transport cytoplasmic EGFP: -0.286; Dynein transport nuclear GR-EGFP: -0.15; Dynein transport cell count: 0.489; Ins promoter up cell count: 1482; Hep lipid drop cells 6.5 µM: 729; bCat nuc transl cell count 5 µM: 981; MT stabilizer Hoechst-high %: 1.9; MT stabilizer cytotoxicity %: 9.5; Autophagy HCS cell loss 18 h: 2.0

How did CCOc1ccc2nc(NC(=O)c3cccnc3)sc2c1 do in these assays?
WT yeast gro inh: 3.1; Autophagy HCS: inactive; Dynein transport: 0.0406; MT stabilizer: 1.3; Hep lipid drop: -11.2; Ins promoter up: 0.14; CSM14.1 death rescue: -5.0%; bCat nuc transl: 1.2; XIAP antagonists: -9.6%; WT yeast gro inh mutant strain: -2.3; Dynein transport cytoplasmic EGFP: -0.332; Dynein transport nuclear GR-EGFP: -0.393; Dynein transport cell count: 0.312; Ins promoter up cell count: 1189; Hep lipid drop cells 6.5 µM: 567; bCat nuc transl cell count 5 µM: 472; MT stabilizer Hoechst-high %: 2.2; MT stabilizer cytotoxicity %: 5.0; Autophagy HCS cell loss 18 h: -4.9

How did Nn1c(Cc2cccc3ccccc23)nnc1SCn1nnc2ccccc2c1=O do in these assays?
WT yeast gro inh: 37.6; Autophagy HCS: inactive; Dynein transport: 0.17; MT stabilizer: 2.2; Hep lipid drop: -21.9; Ins promoter up: -0.01; CSM14.1 death rescue: 1.5%; bCat nuc transl: -4.8; XIAP antagonists: -4.5%; WT yeast gro inh mutant strain: -31.4; Dynein transport cytoplasmic EGFP: -0.172; Dynein transport nuclear GR-EGFP: 0.224; Dynein transport cell count: 0.111; Ins promoter up cell count: 868; Hep lipid drop cells 6.5 µM: 746; bCat nuc transl cell count 5 µM: 1229; MT stabilizer Hoechst-high %: 3.2; MT stabilizer cytotoxicity %: 5.8; Autophagy HCS cell loss 18 h: 7.5

What do the screens show for `COc1ccc(S(=O)(=O)N(C)CC(=O)NC2CC2)cc1`?
WT yeast gro inh: 57.4; Autophagy HCS: inactive; Dynein transport: -0.213; MT stabilizer: 1.5; Hep lipid drop: -0.6; Ins promoter up: -0.44; CSM14.1 death rescue: 1.2%; bCat nuc transl: -0.9; XIAP antagonists: 2.3%; WT yeast gro inh mutant strain: -10.7; Dynein transport cytoplasmic EGFP: -0.283; Dynein transport nuclear GR-EGFP: -0.0832; Dynein transport cell count: 0.0663; Ins promoter up cell count: 1287; Hep lipid drop cells 6.5 µM: 776; bCat nuc transl cell count 5 µM: 1056; MT stabilizer Hoechst-high %: 1.9; MT stabilizer cytotoxicity %: 3.7; Autophagy HCS cell loss 18 h: -2.8

Results for CCOc1ccccc1NC(=O)C1CCN(S(=O)(=O)c2c(C)noc2C)CC1 ?
WT yeast gro inh: -12.1; Autophagy HCS: inactive; Dynein transport: 3.28; MT stabilizer: 1.0; Hep lipid drop: 11.6; Ins promoter up: 0.63; CSM14.1 death rescue: -1.4%; bCat nuc transl: -3.3; XIAP antagonists: -2.4%; WT yeast gro inh mutant strain: 9.4; Dynein transport cytoplasmic EGFP: -0.134; Dynein transport nuclear GR-EGFP: 2.35; Dynein transport cell count: -1.39; Ins promoter up cell count: 905; Hep lipid drop cells 6.5 µM: 807; bCat nuc transl cell count 5 µM: 1007; MT stabilizer Hoechst-high %: 1.2; MT stabilizer cytotoxicity %: 8.6; Autophagy HCS cell loss 18 h: 1.2

How did NNC(=S)Nc1cc(S(=O)(=O)N2CCOCC2)ccc1N1CCOCC1 do in these assays?
WT yeast gro inh: 8.8; Autophagy HCS: inactive; Dynein transport: -0.203; MT stabilizer: 1.5; Hep lipid drop: -2.0; Ins promoter up: 1.54; CSM14.1 death rescue: -1.1%; bCat nuc transl: 1.1; XIAP antagonists: -3.3%; WT yeast gro inh mutant strain: 11.9; Dynein transport cytoplasmic EGFP: -0.317; Dynein transport nuclear GR-EGFP: 0.0101; Dynein transport cell count: 0.549; Ins promoter up cell count: 1211; Hep lipid drop cells 6.5 µM: 769; bCat nuc transl cell count 5 µM: 1118; MT stabilizer Hoechst-high %: 1.2; MT stabilizer cytotoxicity %: 3.5; Autophagy HCS cell loss 18 h: 17.2

Results for CCOC(=O)CNC(=O)c1ccccc1 ?
WT yeast gro inh: 4.2; Autophagy HCS: inactive; Dynein transport: -0.675; MT stabilizer: 3.2; Ins promoter up: -0.23; CSM14.1 death rescue: -0.8%; bCat nuc transl: 1.2; XIAP antagonists: -3.8%; WT yeast gro inh mutant strain: 2.3; Dynein transport cytoplasmic EGFP: -0.183; Dynein transport nuclear GR-EGFP: -1.02; Dynein transport cell count: -0.0627; Ins promoter up cell count: 1650; bCat nuc transl cell count 5 µM: 1333; MT stabilizer Hoechst-high %: 1.2; MT stabilizer cytotoxicity %: 2.0; Autophagy HCS cell loss 18 h: -1.8

Results for COc1cc(/C=N/N=C(N)N)ccc1OCc1ccccc1Cl ?
WT yeast gro inh: 20.9; Autophagy HCS: inactive; Dynein transport: -3.1; MT stabilizer: 26.6; Hep lipid drop: 16.3; Ins promoter up: 0.03; CSM14.1 death rescue: -4.6%; bCat nuc transl: 1.4; XIAP antagonists: -6.6%; WT yeast gro inh mutant strain: 5.2; Dynein transport cytoplasmic EGFP: 1.62; Dynein transport nuclear GR-EGFP: -1.25; Dynein transport cell count: -7.24; Ins promoter up cell count: 864; Hep lipid drop cells 6.5 µM: 681; bCat nuc transl cell count 5 µM: 808; MT stabilizer Hoechst-high %: 12.1; MT stabilizer cytotoxicity %: 24.2; Autophagy HCS cell loss 18 h: 16.9

Results for COC(=O)C1=C(N)N(c2ccccc2F)C2=C(C(=O)CC(C)(C)C2)C1c1ccc(OC)c(OC)c1 (stereo not drawn) ?
WT yeast gro inh: -9.7; Autophagy HCS: inactive; Dynein transport: 0.283; MT stabilizer: 1.6; Hep lipid drop: 5.2; Ins promoter up: -0.93; CSM14.1 death rescue: 0.6%; bCat nuc transl: -1.4; XIAP antagonists: -5.5%; WT yeast gro inh mutant strain: -23.4; Dynein transport cytoplasmic EGFP: -0.263; Dynein transport nuclear GR-EGFP: -0.219; Dynein transport cell count: 0.22; Ins promoter up cell count: 1441; Hep lipid drop cells 6.5 µM: 663; bCat nuc transl cell count 5 µM: 1039; MT stabilizer Hoechst-high %: 2.1; MT stabilizer cytotoxicity %: 4.9; Autophagy HCS cell loss 18 h: 2.5

How did COc1cc(C=O)ccc1Oc1nnnn1-c1ccccc1 do in these assays?
Dynein transport: 1.3; Hep lipid drop: -1.8; Ins promoter up: 1.1; bCat nuc transl: -0.4; Dynein transport cytoplasmic EGFP: -0.122; Dynein transport nuclear GR-EGFP: 0.692; Dynein transport cell count: -1.27; Ins promoter up cell count: 1098; Hep lipid drop cells 6.5 µM: 703; bCat nuc transl cell count 5 µM: 1309

How did CC(=O)Nc1ccc(Nc2cc(C)nc3c(-c4ccc(Cl)cc4)cnn23)cc1 do in these assays?
WT yeast gro inh: 21.1; Autophagy HCS: inactive; Dynein transport: 0.187; MT stabilizer: 2.0; Hep lipid drop: 16.8; CSM14.1 death rescue: 17.6%; bCat nuc transl: -0.8; XIAP antagonists: 1.7%; WT yeast gro inh mutant strain: 8.6; Dynein transport cytoplasmic EGFP: -0.0378; Dynein transport nuclear GR-EGFP: 0.297; Dynein transport cell count: -0.856; Hep lipid drop cells 6.5 µM: 608; bCat nuc transl cell count 5 µM: 995; MT stabilizer Hoechst-high %: 2.2; MT stabilizer cytotoxicity %: 6.0; Autophagy HCS cell loss 18 h: 18.5

Results for N#Cc1cccc(N=c2ssnc2Cl)c1 ?
WT yeast gro inh: 42.7; Autophagy HCS: inactive; Dynein transport: -4.37; MT stabilizer: 1.6; Ins promoter up: 1.29; CSM14.1 death rescue: -0.7%; bCat nuc transl: -1.7; XIAP antagonists: 44.6%; WT yeast gro inh mutant strain: 15.1; Dynein transport cytoplasmic EGFP: 5.04; Dynein transport nuclear GR-EGFP: -1.39; Dynein transport cell count: -3.19; Ins promoter up cell count: 1136; bCat nuc transl cell count 5 µM: 1027; MT stabilizer Hoechst-high %: 2.6; MT stabilizer cytotoxicity %: 0.2; Autophagy HCS cell loss 18 h: 0.2

How did N#Cc1cc2c(=O)n3ccccc3nc2n(-c2ccccc2Cl)c1=O do in these assays?
WT yeast gro inh: 2.2; Autophagy HCS: inactive; Dynein transport: 1.68; MT stabilizer: 2.0; Hep lipid drop: 3.1; Ins promoter up: -0.26; CSM14.1 death rescue: 3.2%; bCat nuc transl: -0.4; XIAP antagonists: -4.3%; WT yeast gro inh mutant strain: 10.8; Dynein transport cytoplasmic EGFP: -0.25; Dynein transport nuclear GR-EGFP: 0.926; Dynein transport cell count: -0.791; Ins promoter up cell count: 1182; Hep lipid drop cells 6.5 µM: 723; bCat nuc transl cell count 5 µM: 1050; MT stabilizer Hoechst-high %: 1.5; MT stabilizer cytotoxicity %: 8.7; Autophagy HCS cell loss 18 h: 28.8

Not a hit list, and some 4% of all compounds hit somewhere here.
